# High-throughput results from PubChem BioAssay.
# ALDH1A1 block = inhibitors of human aldehyde dehydrogenase 1A1; 7.3% of 220,000 active; Potency, µM (top dose mostly 75.3 µM), without a hit: at the highest dose activity, negative = inhibition, actives largely listed as inhibitors; P00352; Purified ALDH1A1, NADH fluorescence, propionaldehyde substrate; AID 1030; active = well fitted inhibition curve with a large enough effect, not every such curve was filed as active; inconclusive = small, poorly fitted or top-dose-only effect, or another doubt; inactive = no such curve, though single readings can be large or run the other way;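 also: plate controls were no enzyme wells and a reference inhibitor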
# Target sequence (P00352 whole entry, looked up): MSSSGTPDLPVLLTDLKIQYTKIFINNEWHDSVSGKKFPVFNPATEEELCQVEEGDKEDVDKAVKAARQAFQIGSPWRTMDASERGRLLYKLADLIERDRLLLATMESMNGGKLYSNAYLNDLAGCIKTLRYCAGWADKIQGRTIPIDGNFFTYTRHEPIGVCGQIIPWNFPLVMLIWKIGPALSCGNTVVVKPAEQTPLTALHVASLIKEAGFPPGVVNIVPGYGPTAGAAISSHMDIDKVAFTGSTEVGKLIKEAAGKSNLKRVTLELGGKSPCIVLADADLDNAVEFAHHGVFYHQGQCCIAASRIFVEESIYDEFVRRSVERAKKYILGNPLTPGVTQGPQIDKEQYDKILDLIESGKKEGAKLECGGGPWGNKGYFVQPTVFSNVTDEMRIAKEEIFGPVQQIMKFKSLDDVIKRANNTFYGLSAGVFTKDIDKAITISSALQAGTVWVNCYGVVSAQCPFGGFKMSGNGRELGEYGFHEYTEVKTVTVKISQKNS
# GAA glycogen mod = GAA glycogen-cleavage inhibition or activation; Potency, µM (highest dose often 76.4 µM), inactives show top-dose activity change, negative = inhibition, most hits filed as inhibitors; recombinant GAA, glycogen substrate, Amplex Red glucose oxidase fluorescence; 0.38% of 300,000 active; P10253; AID 2100;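 also: 0% = full enzyme reaction and -100% = no-enzyme basal signal; the screen sought inhibitors and activators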
#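 Recombinant human alpha-glucosidase (4 nM final) hydrolysed bovine liver glycogen (30 ug) for 40 min at 37 C in pH 5.0 citrate/phosphate with 0.01% Tween-20. Released glucose detected by glucose oxidase/Amplex Red, Ex 573/Em 610 nm. Compounds up to 77 uM; AC50 from Hill fits.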
# Tau fluor counter = counter-screen for tau fibril formation inhibitors; 0.93% of 280,000 active; tau K18 P301L (four-repeat tau fragment) Alexa594 fluorescence, heparin fibrillization; Potency, µM (highest dose often 57.7 µM), without a hit: at the top dose activity change, negative = decrease; also: % is scaled to controls: 0 for no effect and ±100 for the full control effect; nearly all actives have a fitted effect of over 55% in size
#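 Human K18 P301L tau (15 uM unlabeled plus 0.24 uM Alexa 594-labeled, final) in 100 mM sodium acetate pH 7 was mixed with compound and 20 uM heparin and incubated 6 hr at 37 C.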
# Epigenetic derep = derepresses silenced GFP reporter in murine cells; 0.2% of 280,000 active; AID 1865; murine LDR cells, GFP reporter derepression, 30 h; Potency, µM (doses to about 53.9 µM), for the others: top-dose GFP activation, usual class: activators; also: % of control where 0% means no effect; nearly all actives have a fitted effect of over 60% in size
#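 Derepression of a silenced CMV-GFP reporter in murine LDR cells is scored by enumerating GFP-positive cells with a laser-scanning microplate cytometer after 30 hours of treatment at 37 C.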
# aGlu spleen mod = inhibitors or activators of human alpha-glucosidase in spleen homogenate; Potency, µM (top dose mostly 79.9 µM), without a hit: at the highest dose activity change, negative = inhibition, usual class: inhibitors; human spleen homogenate, 4-MU-alpha-glucoside fluorescence; 0.006% of 240,000 active; P10253;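 also: 0% = enzyme with vehicle and -100% = no enzyme basal signal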
#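 Human spleen homogenate (1 ug) with 4-methylumbelliferyl-alpha-D-glucopyranoside (1 mM final) in 50 mM citrate/phosphate pH 5.0, 0.01% Tween-20; 40 min at 37 C. Stopped at pH 10; 4-MU fluorescence Ex 365/Em 440 nm; AC50 by Hill fit.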
# GAA inh = alpha-glucosidase (human) inhibition. 0.005% of 200,000 active. Potency, µM (titrated, usually from 76.9 µM), for the others: at the top dose activity change, negative = inhibition, hits mostly inhibitors. P10253. purified human GAA, 4-MU-alpha-glucoside fluorescence;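 also: plate controls were uninhibited enzyme wells for no effect and no-enzyme background for full effect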
#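 Endpoint fluorogenic read: 20 min room-temperature reaction of 4 nM human alpha-glucosidase with 400 uM 4-methylumbelliferyl-alpha-D-pyranoside, pH 5.0, quenched with 1M NaOH/1M glycine pH 10. AC50 from Hill modeling.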
# aGal spleen mod = inhibits or activates alpha-galactosidase in human spleen homogenate. Potency, µM (series often up to 80 µM), inactives show top-dose activity change, negative = inhibition, usual class: inhibitors. AID 2107. 0.008% of 240,000 active. human spleen homogenate, 4MU-alpha-Gal fluorescence, 40 min;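 also: 0% = enzyme with vehicle and -100% = no enzyme basal signal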
# Target sequence (P06280 32-429 limits assumed): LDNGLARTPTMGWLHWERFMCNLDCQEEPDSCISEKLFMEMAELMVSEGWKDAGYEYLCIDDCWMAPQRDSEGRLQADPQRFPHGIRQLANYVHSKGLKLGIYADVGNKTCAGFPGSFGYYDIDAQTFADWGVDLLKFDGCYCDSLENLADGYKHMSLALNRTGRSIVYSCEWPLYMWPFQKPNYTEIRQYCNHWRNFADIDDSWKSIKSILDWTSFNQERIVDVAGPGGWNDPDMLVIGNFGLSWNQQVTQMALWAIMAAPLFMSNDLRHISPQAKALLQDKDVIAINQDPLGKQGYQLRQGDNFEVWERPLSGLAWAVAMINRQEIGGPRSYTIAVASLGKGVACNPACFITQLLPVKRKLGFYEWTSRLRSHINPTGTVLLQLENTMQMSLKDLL
#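 Spleen homogenate 1 ug + cpd (titration) + 4-MU-alpha-D-galactopyranoside 1 mM; 37C 40 min; 50 mM citrate/phosphate pH 5.0, 0.01% Tween-20; stop pH 10; fluorescence 365/440; AC50 via Hill.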
# NPSR antagonist = neuropeptide S receptor (human) antagonism, cAMP; Q6W5P4; CHO-NPSR cells, cAMP TR-FRET, antagonist mode; Potency, µM (top dose mostly 38.3 µM), for the others: at the highest dose activity change, negative = inhibition, most hits filed as inhibitors; 1% of 220,000 active; also: % is scaled to controls: 0 for no effect and ±100 for the full control effect; nearly all actives have a fitted effect of over 50% in size; many of its hits are not listed in these tables
# * = called active by the depositor; ? = inconclusive; · = no result given; & = joins results of further samples; [ ] = remark or other dose. Unless noted, calls follow the shape of the dose curve; as a rule, active = well fitted curve in the direction sought with a large enough effect; inconclusive = small, poorly fitted or top-dose-only effect, or another doubt; inactive = no such curve, though single readings can be large; an effect the other way counts as inactive or inconclusive. Potency is read from the fitted curve at half-maximal effect. An excerpt; rates above refer to the full screens.
no.	Molecule	Epigenetic derep	NPSR antagonist	aGlu spleen mod	GAA glycogen mod
1	Cc1nc2nc(COc3ccccc3)nn2c(C)c1Cl	-0.7%	-3%[46.1 µM]	0%	-8%
2	CCCCCCCCCCC[C@@H](C[C@@H]1OC(=O)[C@H]1CCCCCC)OC(=O)[C@H](CC(C)C)NC=O	0.0%	3%	7%&-7%	-2%
3	N#CC1=C(N)C(C#N)(C#N)C(c2cccnc2)C2COCC=C12 (configuration not stated)	0.0%	3%[46.1 µM]	4%	6%
4	CC[N+](C)(CC)CC(=O)Nc1c(C)cccc1C	-0.3%	·	-1%	·
5	COC(=O)c1cc(C(=O)OCC(=O)NC2CCS(=O)(=O)C2)cc([N+](=O)[O-])c1 (configuration not stated)	-0.5%	14%	-4%	-21%
6	COc1ccc(-c2csc(NC(=O)COc3ccc(N(C)S(=O)(=O)c4ccc(C)cc4)cc3)n2)cc1	0.9%	8%	-1%	-6%
7	Cc1cccc(N=C/C(C(=O)C(F)(F)F)=C(\O)c2ccco2)c1	-1.0%	14%	-5%	9%
8	CCOC(=O)c1cnc2c(Cl)c(Cl)ccc2c1N1CCN(C)CC1	1.0%	-18%[46.1 µM]	-7%	11%
9	CCNS(=O)(=O)c1ccc(NS(=O)(=O)c2cc(C)ccc2C)cc1	0.0%	-9%[46.1 µM]	8%	-13%
10	O=P(OC1CCCCC1)(OC1CCCCC1)C(Nc1ccccc1)c1cccnc1 (configuration not stated)	0.0%	-44%	0%	-8%
11	NS(=O)(=O)c1ccc(NC(=O)NC2CCCCC2)cc1	0.1%	-7%[46.1 µM]	1%	-4%
12	O=C(C1=C(O)C(=O)N(Cc2ccco2)C1c1cccs1)c1cccs1 (configuration not stated)	0.0%	-14%	-2%	-5%
13	COc1ccc(C(=O)NCc2ccncc2)cc1OC	2.2%	9%	4%	-5%
14	NC(=O)c1ccc(F)cc1	-0.7%	-2%[46.1 µM]	1%	1%
15	CSc1nnc2c3c4c(sc3nc(-n3nc(C)cc3C)n12)COC(C)(C)C4	-7.2%	-15%[46.1 µM]	-1%	-5%

no.	aGal spleen mod	ALDH1A1 block	Tau fluor counter	GAA inh
1	3%	-11%	2%	-2%
2	9%&-21%	·	-14%	-7%[15.4 µM]
3	12%	4%	-15%	-19%
4	3%	-4%	-4%	·
5	0%	2%	-2%	0%
6	12%	-3%	-28%	-4%
7	-3%	-1%	1%	-5%
8	-2%	?	-7%	-5%
9	1%	-2%	-1%	-4%
10	2%	·	-6%	·
11	-4%	10%	-9%	-2%
12	2%	?	4%	0%
13	3%	6%	3%	?
14	4%	10%	4%	1%
15	-4%	?	1%	-6%

# Other compounds
no.	Molecule	Epigenetic derep	NPSR antagonist	aGlu spleen mod	GAA glycogen mod
16	CCCCn1c(O)c(N=NC(=O)Cn2c(C(F)(F)F)nc3ccccc32)c2ccccc21	3.2%	-15%	2%	2%
17	CCOc1ccccc1N1CCN(Cc2ccco2)CC1	0.0%	6%[46.1 µM]	-4%	-10%
18	CCCSc1nc(-c2ccccc2)cc(C(F)(F)F)c1C#N	-1.1%	-5%[46.1 µM]	-16%	-4%
19	OCc1c(Cl)nc2ccccn12	1.1%	11%	-22%	-4%
20	O=C(NC(Cc1ccccc1)C(=O)O)/C(=C\c1ccco1)NC(=O)c1ccco1 (configuration not stated)	-1.1%	-1%	1%	14%
21	Cc1ccccc1OCC(=O)OCC(=O)Nc1cc(C(F)(F)F)ccc1N1CCOCC1	0.0%	-7%[46.1 µM]	-3%	1%
22	CCN1CCN(CCCN(Cc2ccco2)C(=S)Nc2ccccc2Cl)CC1	-1.4%	14%	-3%	-8%
23	COc1ccc(C2CC(c3cc(OC)ccc3OC)n3nnnc3N2)cc1 (configuration not stated)	-1.1%	-21%[46.1 µM]	-8%	9%
24	COc1cc(OC)c2c(C)c(Cl)c(=O)oc2c1	-2.5%	-8%[46.1 µM]	4%	0%
25	Cc1ccc(-c2[nH]nc3c2C(c2ccc(OC(=O)N4CCOCC4)cc2)C(C#N)=C(N)O3)cc1 (configuration not stated)	0.0%	?	-8%	-23%
26	Cc1cccc(CSc2nnc(Cn3c(=O)sc4ccccc43)n2C)c1	1.0%	-10%[46.1 µM]	-7%	4%
27	NNc1ccc2c(C(F)(F)F)cc(C(F)(F)F)nc2n1	-1.7%	-1%	1%	?
28	Clc1ccc(-c2n[nH]c3c2CCCC3)cc1	-1.3%	4%	·	4%
29	COc1ccc(OC)c(Nc2nc(NCCCN(C)C)nc(N)c2[N+](=O)[O-])c1	1.2%	-2%	-16%	-6%
30	NC(=O)C(CCC(=O)c1ccc(Br)cc1)S(=O)(=O)c1ccccc1 (configuration not stated)	-0.5%	10%	0%	3%

no.	aGal spleen mod	ALDH1A1 block	Tau fluor counter	GAA inh
16	-1%	4.5µM*	4%	1%
17	-8%	?	-4%	-1%
18	1%	-2%	-13%	8%
19	4%	7%	7%	4%
20	4%	?	6%[2.34 µM]	?
21	-6%	11%	-19%	-7%
22	-3%	0%	-5%	2%
23	6%	0%	2%	1%
24	?	?	-3%	?
25	1%	?	13%	2%
26	2%	-7%	-1%	-5%
27	-2%	?	-17%	-13%
28	-17%	4%	-16%	-5%
29	1%	0%	-23%	-18%
30	-6%	-3%	-14%	2%

# Next part, starting with the last three of the part before.
no.	Molecule	Epigenetic derep	NPSR antagonist	aGlu spleen mod	GAA glycogen mod
28	Clc1ccc(-c2n[nH]c3c2CCCC3)cc1	-1.3%	4%	·	4%
29	COc1ccc(OC)c(Nc2nc(NCCCN(C)C)nc(N)c2[N+](=O)[O-])c1	1.2%	-2%	-16%	-6%
30	NC(=O)C(CCC(=O)c1ccc(Br)cc1)S(=O)(=O)c1ccccc1 (configuration not stated)	-0.5%	10%	0%	3%
31	Cc1ccc(C)c(N2CCN(S(=O)(=O)c3cccc4cccnc34)CC2)c1	-4.4%	-5%	-3%	-9%
32	Cc1cccc(-c2n[nH]c(=S)n2Cc2ccccc2)c1	-1.5%	-18%[46.1 µM]	-6%	?
33	CC1CCN(C(=O)CCCNC(=O)Cn2cnc3sc4c(c3c2=O)CCCC4)CC1	0.7%	0%[46.1 µM]	-1%	-4%
34	COC(=O)c1ccccc1NC(=S)NC(=O)COc1ccccc1	-0.9%	-21%[46.1 µM]	-11%	-12%
35	COc1ccc(NC(=S)NC(NC(=O)CCl)C(Cl)(Cl)Cl)c([N+](=O)[O-])c1 (configuration not stated)	-0.1%	22%	4%	-8%
36	O=C(Nc1ccccc1)c1nc2ccccc2s1	-1.9%	-6%	-2%	-9%
37	O=C(Nc1cccnc1)Nc1ccccn1	-1.1%	-11%[46.1 µM]	-5%	3%
38	CN(C)CCCNc1oc(-c2ccccc2)nc1C#N	-4.2%	-5%[46.1 µM]	3%	?
39	C=CCn1c(SCC(=O)NCc2ccccc2)nnc1-c1ccccc1O	-1.1%	-2%[46.1 µM]	0%	7%
40	O=C1NNC(c2ccccc2)=N/C1=C\c1ccccc1Cl	2.0%	19%	-3%	1%
41	N#Cc1ccccc1CSc1ccc(-c2nc3ccccc3[nH]2)cn1	-1.2%	-23%[46.1 µM]	-5%	-4%
42	Cc1ccc(S(=O)(=O)N2CCCCC2C(=O)NCc2ccco2)cc1 (configuration not stated)	0.7%	-10%[46.1 µM]	-10%	5%
43	O=S(=O)(NCC(c1cccnc1)N1CCN(c2ccc(F)cc2)CC1)c1ccc(F)cc1 (configuration not stated)	-0.8%	-23%[46.1 µM]	-2%	-1%
44	CCNC(=O)CC1C(=O)N(c2ccc(C)cc2)C(=O)N1CCc1ccc(OC)c(OC)c1 (configuration not stated)	-0.9%	-8%[46.1 µM]	-4%	10%
45	Cc1ccc(C(=O)N2c3ccccc3N(Cc3ccccc3)C(=O)C2(C)C)cc1	4.9%	?	-3%	0%

no.	aGal spleen mod	ALDH1A1 block	Tau fluor counter	GAA inh
28	-17%	4%	-16%	-5%
29	1%	0%	-23%	-18%
30	-6%	-3%	-14%	2%
31	-7%	?	-15%	-5%
32	-6%	?	-23%	3%
33	3%	?	-8%	-2%
34	-1%	?	-21%	-4%
35	4%	?	?	·
36	0%	15%	-14%	-1%
37	-2%	8%	0%	0%
38	0%	?	4%	-1%
39	-3%	-6%	-5%	-4%
40	-13%	·	-8%	·
41	0%	?	2%	5%
42	2%	?	2%	-8%
43	-1%	-1%	-6%	-3%
44	-3%	3%	-4%	-12%
45	1%	2%	-6%	-12%

# Along the list, as entered above.
# Entries 33–44 in NPSR antagonist: 0%[46.1 µM], -21%[46.1 µM], 22%, -6%, -11%[46.1 µM], -5%[46.1 µM], -2%[46.1 µM], 19%, -23%[46.1 µM], -10%[46.1 µM], -23%[46.1 µM], -8%[46.1 µM]

# Some entries already given, limited to aGlu spleen mod:
nr	molecule	aGlu spleen mod
36	O=C(Nc1ccccc1)c1nc2ccccc2s1	-2%
37	O=C(Nc1cccnc1)Nc1ccccn1	-5%

# Part of the list above in order of SMILES length, descending:
no.	Molecule	Epigenetic derep	NPSR antagonist	aGlu spleen mod	GAA glycogen mod
41	N#Cc1ccccc1CSc1ccc(-c2nc3ccccc3[nH]2)cn1	-1.2%	-23%[46.1 µM]	-5%	-4%
40	O=C1NNC(c2ccccc2)=N/C1=C\c1ccccc1Cl	2.0%	19%	-3%	1%
38	CN(C)CCCNc1oc(-c2ccccc2)nc1C#N	-4.2%	-5%[46.1 µM]	3%	?

no.	aGal spleen mod	ALDH1A1 block	Tau fluor counter	GAA inh
41	0%	?	2%	5%
40	-13%	·	-8%	·
38	0%	?	4%	-1%
